Assay outcomes from PubChem.
KDM5B inhibitor – inhibitors of human KDM5B histone demethylase; KDM5B demethylase, FDH-coupled NADH fluorescence (FDH is formaldehyde dehydrogenase); Potency, µM (series often up to 57.7 µM), without a hit: at the top dose activity change, negative = inhibition, hits mostly inhibitors; 2.6% of 220,000 active; AID 1347165; active = well fitted inhibition curve with a large enough effect; inconclusive = small, poorly fitted or top-dose-only effect; inactive = no such curve, though single readings can be large or run the other way; also: 0% is about no effect; nearly all actives have a fitted effect of over 70% in size
Target sequence (Q9UGL1 whole entry, looked up): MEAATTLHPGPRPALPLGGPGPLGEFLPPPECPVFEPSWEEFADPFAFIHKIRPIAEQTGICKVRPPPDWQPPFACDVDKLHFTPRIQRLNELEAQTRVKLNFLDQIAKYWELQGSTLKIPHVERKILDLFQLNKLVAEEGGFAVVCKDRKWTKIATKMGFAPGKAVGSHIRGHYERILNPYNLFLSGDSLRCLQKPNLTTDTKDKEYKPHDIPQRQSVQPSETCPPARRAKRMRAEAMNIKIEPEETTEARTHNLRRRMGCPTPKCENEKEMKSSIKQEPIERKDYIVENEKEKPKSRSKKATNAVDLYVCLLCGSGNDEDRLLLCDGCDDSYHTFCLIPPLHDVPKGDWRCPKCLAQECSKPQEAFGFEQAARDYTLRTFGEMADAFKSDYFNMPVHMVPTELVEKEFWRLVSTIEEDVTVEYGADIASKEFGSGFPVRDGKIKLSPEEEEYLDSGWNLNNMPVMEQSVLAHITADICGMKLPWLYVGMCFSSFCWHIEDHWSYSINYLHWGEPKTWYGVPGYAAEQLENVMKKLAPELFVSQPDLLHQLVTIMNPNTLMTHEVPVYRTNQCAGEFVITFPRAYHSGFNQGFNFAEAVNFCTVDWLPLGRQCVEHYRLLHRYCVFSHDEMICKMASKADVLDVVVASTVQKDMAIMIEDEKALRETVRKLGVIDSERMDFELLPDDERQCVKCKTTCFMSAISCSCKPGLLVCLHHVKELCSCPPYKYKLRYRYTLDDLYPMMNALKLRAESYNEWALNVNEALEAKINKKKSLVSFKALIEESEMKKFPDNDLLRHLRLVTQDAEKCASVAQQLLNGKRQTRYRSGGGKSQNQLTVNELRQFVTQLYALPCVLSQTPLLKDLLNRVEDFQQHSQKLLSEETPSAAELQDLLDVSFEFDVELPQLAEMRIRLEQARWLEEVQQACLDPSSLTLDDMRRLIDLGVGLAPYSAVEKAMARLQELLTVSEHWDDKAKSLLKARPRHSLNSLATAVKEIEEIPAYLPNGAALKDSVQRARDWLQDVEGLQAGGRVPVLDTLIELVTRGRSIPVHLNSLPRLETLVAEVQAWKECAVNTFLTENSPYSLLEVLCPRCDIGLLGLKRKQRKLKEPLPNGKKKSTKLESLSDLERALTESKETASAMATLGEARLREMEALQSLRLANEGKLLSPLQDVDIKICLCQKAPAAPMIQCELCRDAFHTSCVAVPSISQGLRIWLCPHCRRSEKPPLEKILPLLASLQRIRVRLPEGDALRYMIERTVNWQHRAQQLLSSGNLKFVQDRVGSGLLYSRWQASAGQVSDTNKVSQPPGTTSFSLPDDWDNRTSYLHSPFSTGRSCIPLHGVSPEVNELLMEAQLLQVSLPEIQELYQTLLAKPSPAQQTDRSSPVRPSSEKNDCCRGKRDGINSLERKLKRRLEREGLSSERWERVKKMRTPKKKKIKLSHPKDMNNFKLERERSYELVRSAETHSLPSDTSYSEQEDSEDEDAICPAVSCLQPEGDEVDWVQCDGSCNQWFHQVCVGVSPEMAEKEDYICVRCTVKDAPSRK
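KDM5BΔAP (200 nM final) in 50 mM HEPES pH 7.5, 0.01% Tween-20 was preincubated 10 min at RT with compound over a concentration range. Substrate mix (H3K4me3 12.5 µM, α-KG 25 µM, Fe²⁺, ascorbate, NAD⁺, FDH) was added, and NADH fluorescence change over 30 min gave dose-response curves.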
* hit, by the source's call; i = inactive; ? = inconclusive; & = joins results of further samples; [ ] = remark or other dose. Potency is read from the fitted curve at half-maximal effect. Only part of the results is shown; count on the stated rates, not on these rows.

| mol | KDM5B inhibitor |
| --- | --- |
| COc1ccc(C(=O)Nc2ccc3c(N4CCOCC4)ncnc3c2)c(C)c1 | -2.4% |
| COc1ccc(C=O)cc1COc1ccc(C=O)cc1 | ? |
| CCCCOc1ccc(C2=CSC3=NCCN23)cc1[N+](=O)[O-] | 9.4% |
| O=C(CCS(=O)(=O)c1cccc2nonc12)Nc1ccc(F)cc1F | -7.4% |
| COc1ccc(-n2cc(C(=O)Nc3ccc(F)c(F)c3)nn2)cc1 | -0.2% |
| CSc1cccc(NC(=O)C2CCCCC2)c1 | 13.0% |
| CCc1ccc(C2N=C(N)Nc3nc4ccccc4n32)cc1 (configuration not stated) | 5.9%&-0.5% |
| CCN(C(=O)CCC(=O)N1CCC(C)(c2noc(C)n2)CC1)c1ccccc1 | -7.4% |
| COc1ccc(CNCC(O)COc2ccc(C(C)(C)C)cc2C)cc1OC (configuration not stated) | -22.5% |
| CN1CC(=O)N(C2CCCNCC2)Cc2c(NCc3cccc(Cl)c3)ncnc21 (configuration not stated) | ? |
| Cc1nc(-c2ccccc2Cl)sc1C(=O)NC1C=CS(=O)(=O)C1 (configuration not stated) | 18.3% |
| CC(C)CNC(=O)C1COC2(CCN(C(=O)c3ccc(F)cc3F)CC2)N1C(=O)c1ccccc1 (configuration not stated) | -1.1% |
| CC(=O)c1ccc(S(=O)(=O)Nc2ccc(C(=O)N3c4ccccc4CC3C)cc2)cc1 (configuration not stated) | 10.7% |
| O=C(Cn1ccn2nc3c(c2c1=O)CCCCC3)Nc1ccc2c(c1)OCO2 | -12.1% |
| CCCCS(=O)(=O)CCSCCO | -19.8% |
| Cc1cc(=O)oc(C)c1C(=O)Nc1cc(C(F)(F)F)cc(C(F)(F)F)c1 | -14.4% |
| Cc1ccc(C(C)NC(=O)Nc2ccc(F)cc2F)cc1 (configuration not stated) | -9.3% |
| COC(=O)c1ccccc1NC(=O)Cn1c(=O)cc(C)c2c(C)nn(C)c21 | -33.8% |
| CCOCCCNc1nc2c(c(=O)n(Cc3ccc(F)cc3)c(=O)n2C)n1C | 1.7% |
| O=C(NCc1ccc(Cl)cc1)[C@@H]1Cc2nc[nH]c2CN1Cc1cc2ccccc2o1 | ? |
| Cc1cccc(CSc2ccc(-c3cccs3)nn2)c1 | -20.8% |
| O=C(NC1CC(=O)N(c2ccccc2)C1)C(c1ccccc1)c1ccccc1 (configuration not stated) | 10.3% |
| COc1ccc(Oc2c(C)oc3cc(OCC(=O)N4CCCCCC4)ccc3c2=O)cc1 | 10.8% |
| Cc1ccc(CNC(=O)CCSCc2ccccc2F)cc1 | -5.1% |
| O=C(CCNS(=O)(=O)c1ccc(Br)s1)Nc1ccc(Br)cc1 | -3.8% |

The final two records of the part before open the next one.
| mol | KDM5B inhibitor |
| --- | --- |
| Cc1ccc(CNC(=O)CCSCc2ccccc2F)cc1 | -5.1% |
| O=C(CCNS(=O)(=O)c1ccc(Br)s1)Nc1ccc(Br)cc1 | -3.8% |
| COc1ccc(C(=O)Nc2ccc(C(O)[C@H]3COCC(=O)N3CC(C)C)cc2)cc1 (some centres not stated) | -4.3%[86.2 µM] |
| CCCNC(=O)CSc1ncc(-c2ccc(Cl)cc2)o1 | 14.5% |
| COCCC1(NS(C)(=O)=O)CCN(C(=O)c2ocnc2C)CC1 | 21.0% |
| O=C(COc1ccc(F)cc1)Nc1nnc(C2CCCCC2)s1 | -7.0% |
| O=C(Nc1ccc(F)c(Cl)c1)c1nsc(Cl)c1Cl | ? |
| O=C(CN1CCN(c2ccccc2)CC1)NCC(F)(F)F | 12.1% |
| CC(=O)c1cccc(NC(=O)CN2C(=O)CC(c3ccc(C)cc3C)=Nc3ccccc32)c1 | ? |
| O=C([C@@H]1C[C@H](Oc2cccnc2)CN1C(=O)c1ccsc1)N1CCOCC1 | -10.4% |
| CC(C)NC(=O)NC(=O)Cn1cnc2c1c(=O)n(C)c(=O)n2C | -6.2% |
| Cc1c(C(=O)Nc2ccc(F)cc2F)sc2nc3n(c(=O)c12)N=C(c1ccccc1)CS3 | -16.7% |
| CCOC(=O)COc1cccc2c(=O)n(CC(=O)N3CCCCC3)ccc12 | ? |
| O=C(CCNS(=O)(=O)c1ccc2c(c1)CCCC(=O)N2)NCc1ccc(Cl)cc1 | -10.2% |
| COc1ccccc1-c1nnc(SCC(=O)Nc2ccc(N(C)C)cc2)n1-c1ccccc1 | -4.0% |
| CC(C)C(C#CC(O)(c1ccccc1)c1ccccc1)N(C)C (configuration not stated) | -10.2% |
| COC(=O)[C@@H]1Cc2ncn(Cc3ccc(OC)cc3)c2CN1C(=O)CC(C)(C)CC(=O)O | 14.8% |
| COc1cc2c(cc1OC)C(C)N(C(=O)c1cc(Cl)cc(Cl)c1)CC2 (configuration not stated) | -6.3% |
| O=C(C1CC1)N1CCN(C2CCN(Cc3cccnc3)C2=O)CC1 (configuration not stated) | -19.1% |
| CCNC(=O)C1CCCN(S(=O)(=O)c2ccccc2)CCC(=O)NCC1 (configuration not stated) | 9.6% |
| CN1CCC/C(=C\Cl)C1=O | 16.2% |
| CN(C)c1cnn(CC(=O)N2CCCC(c3ccc(Cl)cc3)C2)c(=O)c1 (configuration not stated) | 24.5% |
| O=C(O)C(c1c[nH]c2cc(Br)ccc12)N1CCN(c2ncc(Br)cn2)CC1 (configuration not stated) | 5.0% |
| CN(CC(=O)Nc1c(Cl)cccc1Cl)C(=O)CNC(=O)c1ccco1 | 31.6%&1.6% |
| CCOc1ccc(-c2nc(C#N)c(N3CCCC3)o2)cc1 | i |
| CCCCCC(=O)NNC1CC(=O)N(c2ccccc2)C1=O (configuration not stated) | -5.0% |
| CSc1ccc(-c2nnc(NC(=O)c3ccc4c(c3)OCCO4)o2)cc1 | ? |

Reformatted with the structure last: part of the list above
KDM5B inhibitor,mol
9.6%,CCNC(=O)C1CCCN(S(=O)(=O)c2ccccc2)CCC(=O)NCC1 (configuration not stated)
-4.0%,COc1ccccc1-c1nnc(SCC(=O)Nc2ccc(N(C)C)cc2)n1-c1ccccc1

New compounds follow.
| mol | KDM5B inhibitor |
| --- | --- |
| CCc1nc(-c2c3n(c(=O)n(Cc4ccc(C(=O)OC)o4)c2=O)CCCC3)no1 | -21.6% |
| O=C(Nc1ccc(F)cc1F)N1CCC(OC2CCN(Cc3ccccc3)CC2)CC1 | -15.7% |
| COc1ccc(-c2cn3nc(N4CCC(C(=O)Nc5cccc(OC)c5)CC4)sc3n2)cc1 | ? |
| CCC(Cc1ccccc1)NC(=O)c1oc(=O)c2ccccc2c1-c1ccccc1 (configuration not stated) | -3.8% |
| Cc1ccccc1[C@H]1C[C@@H](O)[C@@H](O)[C@@H]1NS(=O)(=O)c1ccc(C(F)(F)F)cc1 | -19.9%[86.2 µM] |
| C/C=C/C=C(\NC(=O)c1cccc(C)c1)C(=O)O | -6.3% |
| Cc1cnc(CC2CCN(C(=O)NC(C)C)CC2)n1Cc1ccc(F)cc1 | 5.4% |
| Cc1ccc(-c2c(C(N)=O)c(C)nc3sc4c(c23)CCCC4)cc1 | -12.9% |
| Cc1noc(-c2cn(C3CCN(C(=O)COc4ccc(F)cc4)C3)nn2)n1 (configuration not stated) | 2.3% |
| COCCOCC(=O)N1CCCCCCNC(=O)[C@@H]2C[C@@H](c3nc(Cc4ccccc4)no3)C[C@@H]21 | -20.5% |
| COCCN1C(=O)c2cccn2CC1CNC(=O)CCc1c[nH]c2ccccc12 (configuration not stated) | 7.8% |
| CCCCCC(C)NC(=O)c1ccc(C)c(C)c1 (configuration not stated) | 23.3% |
| O=C(Nc1ccccc1)c1cccnc1NCc1ccccc1 | -19.1% |
| O=C1CSC(c2ccc(Br)cc2)N1c1cccc(C(F)(F)F)c1 (configuration not stated) | 7.1% |
| CC(Sc1ncccn1)C(=O)c1ccc(F)cc1 (configuration not stated) | 15.4% |
| COc1ccc(CNC(=O)C=C(C)C)cc1 | 21.1% |
| O=C1C2C3C=CC(C4CC34)C2C(=O)N1CCCCN1CCN(c2ccc(F)cc2)CC1 (configuration not stated) | -24.4% |
| CCCCC(=O)N1CCCC2CCCCC21 (configuration not stated) | 32.4% |
| CN(C(=S)NC(=O)c1ccccc1)C1CCCCC1 | -11.5% |
| CCC1CCc2sc(C(=O)NCc3csc(-c4ccccc4)n3)cc2C1 (configuration not stated) | 20.1% |
| COc1ccccc1-n1cnc2cc(C(=O)NC3CC(C)(C)NC(C)(C)C3)ccc2c1=O | 8.3% |
| COc1ccc(C(Nc2cc(C)ccn2)c2ccc3ccc(C)nc3c2O)cc1 (configuration not stated) | ? |
| C=CCOc1ccc(NC(=O)CC)cc1 | -5.4% |
| O=C(CN1CCCC1c1ccc2c(c1)OCCCO2)Nc1cc(Cl)ccc1F (configuration not stated) | -10.6% |
| CN(Cc1ccccc1)c1ccc(C(=O)N2CCC(CN3CCCC3=O)CC2)cn1 | ? |
| COc1ccc(-c2cc(N3CCN(C(=O)Cc4ccc(Br)cc4)CC3)n[nH]2)cc1 | -13.1% |
| O=C(Nc1ccccn1)C1c2ccccc2C(=O)N(Cc2ccccc2)C12CCCC2 (configuration not stated) | 3.0% |
| Cc1cccc(NC(=S)NNC(=O)c2ccc(Br)cc2)c1 | 1.9% |
| COCCn1c(SCC(=O)NC2CC2)nc2ccccc21 | 22.0% |
| Cc1ccccc1CNC[C@H]1O[C@@H]2C[C@@H](CC(=O)N3CCC(F)(F)C3)O[C@@H]2[C@@H]1O | -10.4%[86.2 µM] |
| COC(=O)c1ccc(OC)c(OC)c1Cl | 20.7% |
| Cc1nccn1CC(=O)N/N=C/c1cccs1 | 2.7% |
| COCCCNc1cc(-c2cccc(C(F)(F)F)c2)nc2c(C)noc12 | -5.4%[86.2 µM] |
| Cc1nc2ccc(C(=O)NCCC3CCCC3)cc2nc1C | 3.3% |
| O=C(NCC1(N2CCOCC2)CCCCC1)C1CCN(C(=O)c2ccc(F)cc2F)CC1 | 8.8% |
| CC(C)c1nc2c(c(-c3ccc(O)cc3)n1)CCN(Cc1ccc(F)cc1)CC2 | -23.7% |
| CC(=O)c1ccc(NC(=O)CN2C(=O)NC(C)(c3ccc4c(c3)OCCO4)C2=O)cc1 (configuration not stated) | -8.4% |
| Cc1ccc(C(C)C)c(OCC(O)Cn2cnc3c2c(=O)n(C)c(=O)n3C)c1 (configuration not stated) | -0.4% |
| COc1ccc(C)cc1Nc1nc2ccccc2nc1NS(=O)(=O)c1ccc(Cl)cc1 | 3.0% |
| CN(C)C(=O)c1cccnc1-c1ccc(S(C)(=O)=O)cc1 | 19.6% |
| COc1ccc2nc(C[C@@H]3C[C@@H](C(C)C)[C@H](CNCc4ccccc4)C=C3C)[nH]c2c1 | -11.5%[86.2 µM] |
| Cc1nn(CC(=O)NCc2ccc(Cl)cc2)c(=O)c2cc3sccc3n12 | -13.2% |
| CCn1c(=O)c2ccccc2n(CC(=O)Nc2cnc3ccccc3c2)c1=O | 9.3% |
| COC1CCOC2(CCN(C(=O)c3cc(F)ccc3F)CC2)C1 (configuration not stated) | -13.7% |
| COC[C@@H]1CN(C(=O)c2cn3ccccc3n2)C[C@H]1c1ccncc1 | ? |
| Cc1ccc(C2c3cc(OCc4nc(C(=O)N5CCCC5)co4)ccc3CCN2C(=O)C2CC2)cc1 (configuration not stated) | 3.5% |
| Cc1ccccc1CSc1nnc2[nH]c(=O)cc(-c3ccccc3)n12 | ? |
| CN1C(=O)C(CC(=O)NC2CC2)=C2CCCCC21 (configuration not stated) | 26.9% |
| CCCN1C(=O)c2[nH]nc(-c3ccc(OC)cc3)c2C1c1ccccn1 (configuration not stated) | -24.7% |
| CC(=O)c1ccc(NC(=O)CC2C(=O)NCCN2C(=O)CN2CCN(CCO)CC2)cc1 (configuration not stated) | 5.0% |

3 entries already listed, arranged by the number in KDM5B inhibitor, ascending.
| mol | KDM5B inhibitor |
| --- | --- |
| Cc1cnc(CC2CCN(C(=O)NC(C)C)CC2)n1Cc1ccc(F)cc1 | 5.4% |
| COC(=O)[C@@H]1Cc2ncn(Cc3ccc(OC)cc3)c2CN1C(=O)CC(C)(C)CC(=O)O | 14.8% |
| CN1CCC/C(=C\Cl)C1=O | 16.2% |

(next part)
| mol | KDM5B inhibitor |
| --- | --- |
| CCc1nc2n(n1)C1(CCCCC1)[C@@H]1CCCC[C@@H]1N2C(=O)C1CC1 | 21.1% |
| COc1ccc(OC)c(-c2cc(-c3cccs3)nc3c(C)noc23)c1 | 39.8µM* |
| Cc1ccc2c(c1)C(c1ccccc1)N(C(=O)c1ccc(S(=O)(=O)N3CCCCC3)cc1)CC(=O)N2 (configuration not stated) | -11.7% |
| Cc1cccc(Cl)c1NC(=O)CN1C(=O)NC(c2ccc(Cl)cc2)C2=C1COC2=O (configuration not stated) | -24.7% |
| COc1ccc(-c2nnc3n2CCN([S+](=O)([O-])c2ccc(C(F)(F)F)cc2)C3)cc1 | -14.2% |
| COc1cccc(CN2CC[C@H]3COC(=O)N3c3ccc(OC)cc3C2)c1 | -18.4%[86.2 µM] |
| CN(C)C[C@@H]1CN(c2ncccn2)C[C@H]1NC(=O)c1cnco1 | 31.6µM* |
| CNC(=O)CCC1CCN(C(=O)c2ccccc2F)CC1 | 11.8% |
| CCc1cccc2c(C(=O)CSc3nnc(C)s3)c[nH]c12 | -11.5% |
| Cc1ccc(C)c(NC(=O)C2CCCN2c2ncnc3ccccc23)c1 (configuration not stated) | -2.2% |
| CCCCc1cc(=O)oc2cc(OCC(=O)Nc3ccc(C(N)=O)cc3)ccc12 | 2.6% |
| COc1ccccc1N1CCN(C(=O)c2cc(=O)c3ccc(C)cc3o2)CC1 | -15.2% |
| O=C(NN=C1C2CC3CC(C2)CC1C3)c1ccccc1O | ? |
| COc1ccc2c(c1OC)C(=O)N(c1ccc(C)cc1)C2 | ? |
| O=C(NCc1ccc(F)cc1)c1nc(-c2cccc(C(F)(F)F)c2)c2ccccn12 | i |
| CCCCNC(=O)c1ccc2c(c1)N(Cc1ccc(F)cc1)C(=O)c1ccccc1S2=O (configuration not stated) | -7.2% |
